Pf growth 96h: inhibits malaria parasite growth, 96 h | 320,000 tested, 6.9% active | P. falciparum luciferase reporter growth, 96 h | Potency, µM (titrated, usually from 28.7 µM), without a hit: at the highest dose activity change, negative = inhibition, hits mostly inhibitors
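Erythrocytes infected with luciferase-expressing P. falciparum were dispensed at 2% hematocrit and 0.05% parasitemia (final), then incubated with compounds 96 hours at 37 C in 5% CO2. Luminescence after detection reagent addition reported growth.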
Pf growth 48h: inhibits P. falciparum growth in the first generation, 48 h. AID 504832. 310,000 tested, 5.9% active. Potency, µM (titrated, usually from 28.7 µM), inactives show at the highest dose activity change, negative = inhibition, most hits filed as inhibitors. P. falciparum luciferase growth in erythrocytes, 48 h
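In quantitative HTS format, infected erythrocytes bearing luciferase-reporter parasites were treated for a single generation at 37 C. Luminescence after adding detection reagent served as the growth measure.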
TbPYK inhibitor: inhibitors of Trypanosoma brucei pyruvate kinase; Q57TT1; Potency, µM (titrated, usually from 76.8 µM), without a hit: at the highest dose activity, negative = inhibition, most hits filed as inhibitors; 410,000 tested, 0.12% active; TbPYK enzyme, Kinase-Glo Plus ATP luminescence, 45 min; also: nearly all actives have a fitted effect of over 50% in size
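Glycolytic pyruvate kinase of T. brucei was incubated with substrate, test compound and 130 uM ADP for 45 minutes at room temperature. Luminescent Kinase-Glo Plus signal was measured after 10 minutes.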
LmPK inh: LmPK (Leishmania mexicana) enzyme inhibition; Q27686; purified LmPK, Kinase-Glo ATP luminescence, 1 h; Potency, µM (doses to about 57.5 µM), for inactives: at the highest dose activity change, negative = inhibition, usual class: inhibitors; 290,000 tested, 0.37% active; AID 1721
Target sequence (Q27686 whole entry, looked up): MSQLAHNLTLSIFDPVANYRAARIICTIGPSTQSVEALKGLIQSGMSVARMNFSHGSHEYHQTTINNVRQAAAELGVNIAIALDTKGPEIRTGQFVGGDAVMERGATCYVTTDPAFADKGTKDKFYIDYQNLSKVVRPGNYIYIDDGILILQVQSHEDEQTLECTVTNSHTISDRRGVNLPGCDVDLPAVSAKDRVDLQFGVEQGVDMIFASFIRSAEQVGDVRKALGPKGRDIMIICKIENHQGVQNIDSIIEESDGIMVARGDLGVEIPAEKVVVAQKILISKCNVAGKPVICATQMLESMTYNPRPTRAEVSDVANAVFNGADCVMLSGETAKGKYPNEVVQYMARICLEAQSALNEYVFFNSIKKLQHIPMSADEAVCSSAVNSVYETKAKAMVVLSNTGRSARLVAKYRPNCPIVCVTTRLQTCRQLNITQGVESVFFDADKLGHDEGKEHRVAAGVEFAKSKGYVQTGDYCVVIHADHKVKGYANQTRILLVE
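Pyruvate kinase activity monitored as ATP production (luciferase luminescence). Conditions: 0.1 nM enzyme, 0.5 mM PEP, 0.1 mM ADP, 1 h, RT; normalized against uninhibited and no-enzyme wells.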
Sm TGR inh: blocks Schistosoma mansoni thioredoxin glutathione reductase; Q962Y6; purified TGR, DTNB reduction, TNB absorbance 405 nm; Potency, µM (series often up to 114 µM), for the others: at the highest dose activity change, negative = inhibition, usual class: inhibitors; 360,000 tested, 3% active; also: nearly all actives have a fitted effect of over 60% in size
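TGR 20 nM + NADPH 100 uM (dispensed conc.), cpd preinc 15 min RT; start with NADPH (500 uM addition) then DTNB (15 mM addition). Kinetic TNB absorbance, 405 nm filter. Four-parameter Hill fit across titration.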
HCV inh: blocks hepatitis C virus; Huh7.5.1 HCVcc-Cre infection, luciferase reporter, 44 h; 340,000 tested, 3.4% active; Potency, µM (highest dose often 41.8 µM), inactives show at the highest dose activity change, negative = inhibition, actives largely listed as inhibitors
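Seed cells (1,000/well) for 4 h; treat with compound and infect with HCVcc-Cre, moi about 0.5. Incubate 44 h, then detect luciferase activity.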
Numbers without * were called inactive; ! = repeats disagree; [ ] = dose if it differs, or a comment. Calls follow the shape of the dose curve; as a rule, active = well fitted curve in the direction sought with a large enough effect; inconclusive = small, poorly fitted or top-dose-only effect, or another doubt; inactive = no such curve, though single readings can be large; an effect the other way counts as inactive or inconclusive. % is scaled to controls: 0 for no effect and ±100 for the full control effect; potency is read from the fitted curve at half-maximal effect. Hits appear at their usual frequency, and some 16% of all compounds hit somewhere here.

How did CC(C)OC(=O)/C(=C/c1ccc(Br)cc1)NC(=O)c1ccco1 do in these assays?
Pf growth 96h: 13.1µM*; Pf growth 48h: 9.7%; TbPYK inhibitor: -13.7%; LmPK inh: 0.6%; Sm TGR inh: -0.9%; HCV inh: 13.6%

How did CCOC(=O)N1CCC(NC(=O)c2ccc(CS(=O)(=O)c3ccccc3C)o2)CC1 do in these assays?
Pf growth 96h: inconclusive; TbPYK inhibitor: 1.8%; LmPK inh: 0.8%; Sm TGR inh: inconclusive; HCV inh: 1.0%

How did Cc1ccc(S(=O)(=O)N2CCN(C(=O)N(c3ccccc3)c3ccccc3)CC2)cc1 do in these assays?
Pf growth 96h: inconclusive; TbPYK inhibitor: 1.8%; LmPK inh: 1.5%; Sm TGR inh: -2.4%; HCV inh: inconclusive

What do the screens show for `CCc1cccc(NC(=O)CS(=O)Cc2nc(-c3ccc(C)cc3)oc2C)c1` (stereo not given)?
Pf growth 96h: 15.6%; TbPYK inhibitor: -1.5%; LmPK inh: 8.8%; Sm TGR inh: -5.5%; HCV inh: inconclusive

What do the screens show for `CC(=O)NC(c1cccs1)c1cc(F)c2cccnc2c1O` (stereo not given)?
Pf growth 96h: 4.65µM*; Pf growth 48h: 2.94µM*; TbPYK inhibitor: -7.2%; Sm TGR inh: 50.1µM*!

What do the screens show for `CCn1c(=O)n(CC)c2cc(S(=O)(=O)Nc3c(C)cccc3C)ccc21`?
Pf growth 96h: -29.4%; TbPYK inhibitor: -7.8%; LmPK inh: 1.4%; Sm TGR inh: -34.7%; HCV inh: inconclusive

Results for COc1ccccc1CNC(=O)COC(=O)CSc1ccc(F)cc1 ?
Pf growth 96h: -9.9%; Pf growth 48h: -4.1%; TbPYK inhibitor: -0.1%; Sm TGR inh: -9.2%; HCV inh: 9.9%

Results for COC(=O)C1CCN(S(=O)(=O)CCNC(=O)c2cccc(OC)c2)CC1 ?
Pf growth 96h: 19.9%; Pf growth 48h: 4.0%; TbPYK inhibitor: -3.9%; Sm TGR inh: -1.1%; HCV inh: 20.8%

What do the screens show for `COC(=O)c1ccc(NC2c3ncccc3C(=O)N2Cc2cccs2)cc1` (stereo not given)?
Pf growth 96h: inconclusive; Pf growth 48h: 2.8%; TbPYK inhibitor: 4.8%; LmPK inh: -9.4%; Sm TGR inh: 1.9%; HCV inh: -6.3%

Results for CN(CC(=O)Nc1ccc(OC(F)(F)F)cc1)C(=O)Cc1c(Cl)cccc1Cl ?
Pf growth 96h: inconclusive; Pf growth 48h: inconclusive; TbPYK inhibitor: 0.5%; LmPK inh: 0.5%; Sm TGR inh: 29.4%; HCV inh: inconclusive

Reprinted at random: 4 records from the list, in no set order.
How did Cc1ccc(S(=O)(=O)N2CCN(C(=O)N(c3ccccc3)c3ccccc3)CC2)cc1 do in these assays?
Pf growth 96h: inconclusive; TbPYK inhibitor: 1.8%; LmPK inh: 1.5%; Sm TGR inh: -2.4%; HCV inh: inconclusive

Results for CN(CC(=O)Nc1ccc(OC(F)(F)F)cc1)C(=O)Cc1c(Cl)cccc1Cl ?
Pf growth 96h: inconclusive; Pf growth 48h: inconclusive; TbPYK inhibitor: 0.5%; LmPK inh: 0.5%; Sm TGR inh: 29.4%; HCV inh: inconclusive

Results for COc1ccccc1CNC(=O)COC(=O)CSc1ccc(F)cc1 ?
Pf growth 96h: -9.9%; Pf growth 48h: -4.1%; TbPYK inhibitor: -0.1%; Sm TGR inh: -9.2%; HCV inh: 9.9%

How did CC(C)OC(=O)/C(=C/c1ccc(Br)cc1)NC(=O)c1ccco1 do in these assays?
Pf growth 96h: 13.1µM*; Pf growth 48h: 9.7%; TbPYK inhibitor: -13.7%; LmPK inh: 0.6%; Sm TGR inh: -0.9%; HCV inh: 13.6%

The listing continues:
Results for O=C(NN=C1CCCCC1)c1ccccc1-n1cccc1 ?
Pf growth 96h: 12.0%; Pf growth 48h: 9.8%; TbPYK inhibitor: 2.0%; LmPK inh: -5.9%; Sm TGR inh: -9.9%; HCV inh: 17.4%

How did CCN1C(=O)c2cccc3c(S(=O)(=O)Nc4nc(C)cs4)ccc1c23 do in these assays?
Pf growth 96h: 104.5%[activator]; Pf growth 48h: 14.7%; TbPYK inhibitor: -4.5%; LmPK inh: 5.1%; Sm TGR inh: 11.0%; HCV inh: 5.7%

Results for CCn1c(=O)n(CC(=O)N2CCN(c3ccccc3F)CC2)c(=O)c2ccccc21 ?
Pf growth 96h: -8.7%; Pf growth 48h: 29.0%; TbPYK inhibitor: -2.8%; LmPK inh: 6.5%; Sm TGR inh: -0.2%; HCV inh: inconclusive

What do the screens show for `Cc1nc2ccccc2c(=O)n1NC(=O)c1ccccc1Br`?
Pf growth 96h: 108.8%[activator]; Pf growth 48h: 14.8%; TbPYK inhibitor: 2.0%; LmPK inh: -5.7%; Sm TGR inh: -3.4%; HCV inh: 41.2%[activator]

Results for COc1ccc(-c2nnc(SCC(=O)N3c4ccccc4Sc4ccccc43)o2)cc1 ?
Pf growth 96h: 18.0%; Pf growth 48h: -26.7%; TbPYK inhibitor: -3.0%; LmPK inh: 13.5%; Sm TGR inh: -2.0%; HCV inh: inconclusive

What do the screens show for `Cc1cc(=O)oc(C)c1C(=O)NCc1ccccn1`?
Pf growth 96h: inconclusive; Pf growth 48h: 19.4%; TbPYK inhibitor: 4.9%; LmPK inh: 2.1%; Sm TGR inh: -0.1%; HCV inh: 3.6%

How did Cc1ccc(C)c(OCC(=O)O/N=C(\N)c2cccc([N+](=O)[O-])c2)c1 do in these assays?
Pf growth 96h: 19.2%; Pf growth 48h: 39.6%[activator]; TbPYK inhibitor: -1.1%; LmPK inh: -0.2%; Sm TGR inh: 21.0%; HCV inh: inconclusive

Results for CCOC(=O)C(NC(=O)CC)(Nc1ccc(S(=O)(=O)Nc2ncccn2)cc1)C(F)(F)F (stereo not given) ?
Pf growth 96h: -4.6%; Pf growth 48h: -5.0%; TbPYK inhibitor: 2.8%; LmPK inh: -6.2%; Sm TGR inh: 4.5%; HCV inh: 12.6%

Results for CCC(C)(C)NC(=O)C(c1ccc(OC)cc1)N(Cc1cccs1)C(=O)CCC(=O)Nc1cc(C)on1 (stereo not given) ?
Pf growth 96h: 3.4%; Pf growth 48h: 10.4µM*; TbPYK inhibitor: 1.9%; LmPK inh: 6.2%; Sm TGR inh: -8.3%; HCV inh: inconclusive

What do the screens show for `CC(NC(=O)c1cccs1)C(=O)NC1=NCCS1` (stereo not given)?
Pf growth 48h: 1.3%; TbPYK inhibitor: 0.4%; LmPK inh: -0.8%; Sm TGR inh: 2.8%; HCV inh: 16.2%

What do the screens show for `COCCNC(=O)c1nn2cccnc2c1Cl`?
Pf growth 96h: 0.0%; TbPYK inhibitor: 3.1%; LmPK inh: -3.9%; Sm TGR inh: 3.0%; HCV inh: 13.6%

Results for Cn1c(=O)[nH]c(=O)c2c1nc(SCCN1CCOCC1)n2Cc1ccccc1 ?
Pf growth 96h: -24.3%; Pf growth 48h: -11.0%; TbPYK inhibitor: -2.0%; LmPK inh: 0.4%; Sm TGR inh: -0.7%; HCV inh: 9.6%

What do the screens show for `Cc1cc(N(C)Cc2ccccc2)nc(-c2ccccc2)n1`?
Pf growth 96h: 8.7%; Pf growth 48h: -0.2%; TbPYK inhibitor: 3.9%; LmPK inh: -13.0%; Sm TGR inh: -13.5%; HCV inh: 10µM*

What do the screens show for `COc1cc(C(=O)OC2CC3CCC2(C)C3(C)C)ccc1OC(C)=O` (stereo not given)?
Pf growth 96h: inconclusive; Pf growth 48h: inconclusive; TbPYK inhibitor: -2.1%; LmPK inh: 7.4%; Sm TGR inh: -0.1%; HCV inh: -7.8%

How did CC(C)(C)c1ccc(OCC(=O)NNC(=S)NC(=O)c2ccco2)c(Br)c1 do in these assays?
Pf growth 96h: 0.0%; Pf growth 48h: inconclusive; TbPYK inhibitor: -20.8%; LmPK inh: 8.3%; Sm TGR inh: 0.3%; HCV inh: inconclusive

What do the screens show for `CC1(c2ccc(OC(F)F)cc2)NC(=O)N(CC(=O)Nc2ccc(N3CCCCC3)cc2)C1=O` (stereo not given)?
Pf growth 96h: 13.8%; Pf growth 48h: -11.4%; TbPYK inhibitor: -0.3%; Sm TGR inh: -4.6%; HCV inh: inconclusive

Results for O=C(CSc1nnc(CNC(=O)c2c(F)cccc2F)o1)Nc1ccc2c(c1)OCO2 ?
Pf growth 96h: 67.5%[activator]; Pf growth 48h: 19.6%; TbPYK inhibitor: 0.9%; LmPK inh: -3.6%; Sm TGR inh: -8.6%; HCV inh: 29.7%

What do the screens show for `Cc1nnc(C)c2c(C)n(-c3ccccc3)c(C)c12`?
Pf growth 96h: 5.1%; Pf growth 48h: inconclusive; TbPYK inhibitor: 8.9%; LmPK inh: 0.1%; Sm TGR inh: -17.8%; HCV inh: inconclusive

How did COC(=O)c1cc(OC)cc(O)c1C(=O)c1c(O)cc(C)cc1O do in these assays?
Pf growth 96h: 30.4%[activator]; Pf growth 48h: 6.9%; TbPYK inhibitor: -9.3%; LmPK inh: 2.0%; Sm TGR inh: inconclusive; HCV inh: -3.1%

Results for Cc1cccc(NC(=O)Cn2cc(C(=O)C3CC3)c3ccccc32)c1C ?
Pf growth 96h: inconclusive; Pf growth 48h: -28.7%; TbPYK inhibitor: -0.6%; LmPK inh: -1.6%; Sm TGR inh: 6.8%; HCV inh: -19.7%

How did Fc1ccc(N2CN(Cc3cccnc3)CNC2=S)cc1 do in these assays?
Pf growth 96h: 34.2%; Pf growth 48h: -1.0%; TbPYK inhibitor: 6.9%; LmPK inh: 3.6%; Sm TGR inh: 3.3%; HCV inh: 13.5%

What do the screens show for `CCCCc1nnc2c(N(C)S(=O)(=O)c3ccc(C)cc3)nc3ccccc3n12`?
Pf growth 96h: 11.7µM*; Pf growth 48h: inconclusive; TbPYK inhibitor: 0.7%; LmPK inh: -8.0%; Sm TGR inh: 0.7%; HCV inh: 7.9%

How did CN(C)N1C(N)=C(C#N)C(c2cccs2)C2=C1CC(C)(C)CC2=O (stereo not given) do in these assays?
Pf growth 96h: 36.3%[activator]; Pf growth 48h: inconclusive; TbPYK inhibitor: 0.2%; LmPK inh: -0.1%; Sm TGR inh: 4.5%; HCV inh: 16.7%

Results for COc1ccc(-c2[nH]ncc2CN2CCC(N3CCSCC3)CC2)cc1F ?
Pf growth 96h: 13.6%; Pf growth 48h: 44.9%[activator]; TbPYK inhibitor: -5.3%; LmPK inh: -2.7%; Sm TGR inh: 3.3%; HCV inh: -18.0%

What do the screens show for `CCOC(=O)c1c(NC(=O)c2c(Br)cnn2CC)sc(C)c1C`?
Pf growth 96h: -5.6%; Pf growth 48h: -12.9%; TbPYK inhibitor: inconclusive; LmPK inh: 1.9%; Sm TGR inh: 0.2%; HCV inh: inconclusive

How did c1cncc(-c2nnc(C3CCCCC3)o2)c1 do in these assays?
Pf growth 96h: inconclusive; Pf growth 48h: 19.1%; TbPYK inhibitor: -4.1%; LmPK inh: -0.6%; Sm TGR inh: inconclusive; HCV inh: 8.4%

Results for CCOC(=O)C1CCCN(S(=O)(=O)c2ccc3c4c(cccc24)C(=O)N3CC)C1 (stereo not given) ?
Pf growth 96h: inconclusive; Pf growth 48h: 10.4µM*; TbPYK inhibitor: -2.1%; Sm TGR inh: 3.1%; HCV inh: inconclusive

What do the screens show for `O=C(CN(C(=O)CNS(=O)(=O)c1ccc(F)cc1)c1ccccc1F)NCc1ccco1`?
Pf growth 96h: 17.2%; Pf growth 48h: -0.6%; TbPYK inhibitor: -2.8%; LmPK inh: -2.3%; Sm TGR inh: -12.0%; HCV inh: 19.9%

Source: PubChem
